Hsp70 act: switches on Hsp70 transcription. HeLa Hsp70 promoter luciferase reporter, luminescence; scaled: vehicle 0, proteasome-inhibitor control 100%. activation, % at 10 µM. actives 0.04% (n = 200,000). AID 1203;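 active means activation above the mean across all tested compounds plus 3 SD, cutoff set per campaign, cut at about 5.5% in these data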;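 further: 100% = MG132 at 30 µM as the positive control and 0% = DMSO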
TNAP inh no acc: TNAP (human) inhibition, acceptor-free conditions; purified TNAP, CDP-star luminescence, 30 min; inhibition, % at 20 µM; actives 0.26% (n = 200,000); AID 1012;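 active means tissue-nonspecific alkaline phosphatase inhibition above about 50% at 20 µM in the single-dose screen, limit read from the data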;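 further: 0% = DMSO negative control and 100% = EDTA positive control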
Target sequence (P05186 whole entry, looked up): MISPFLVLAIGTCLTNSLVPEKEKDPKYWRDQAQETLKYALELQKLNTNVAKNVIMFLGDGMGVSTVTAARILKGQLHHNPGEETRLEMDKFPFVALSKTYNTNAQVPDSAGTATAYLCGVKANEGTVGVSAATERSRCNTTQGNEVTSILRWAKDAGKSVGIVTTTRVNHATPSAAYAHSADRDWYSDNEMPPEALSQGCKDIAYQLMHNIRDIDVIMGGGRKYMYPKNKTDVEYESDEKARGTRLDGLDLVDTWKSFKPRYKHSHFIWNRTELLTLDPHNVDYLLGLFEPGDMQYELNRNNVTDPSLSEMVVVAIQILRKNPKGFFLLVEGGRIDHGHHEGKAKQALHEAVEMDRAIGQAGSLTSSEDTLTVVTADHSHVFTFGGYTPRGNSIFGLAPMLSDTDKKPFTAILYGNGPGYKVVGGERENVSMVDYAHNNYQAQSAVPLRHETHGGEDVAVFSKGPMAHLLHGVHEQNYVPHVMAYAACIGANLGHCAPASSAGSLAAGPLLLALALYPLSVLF
RAM inhibit: yeast RAM network inhibition. actives 1.8% (n = 190,000). inhibition, % at 50 µM. S. cerevisiae dse1pr::URA3 reporter, 5-FOA growth OD615, 2 d; analog-sensitive cbk1-as2 kinase mutant strain;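 active means inhibition above a set limit, 3 SD over mean compound inhibition, cut at about 8.4% in these data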;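 further: 0% = DMSO-only wells with no growth and 100% = 10 µM 1-NA-PP1 full growth; inhibition rescues growth on 5-FOA so higher OD means more RAM inhibition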
PMI act hi M6P: activators of human phosphomannose isomerase at near-saturating mannose 6-phosphate; P34949; coupled PMI enzyme assay, resazurin fluorescence, 20 min; active compounds read high; 1 = untreated enzyme, 0 = substrate-free blank; actives 0.34% (n = 190,000); activation factor at 20 µM;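 active means activation factor of 2 or more at 20 µM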
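Technique: Diaphorase-driven resazurin-to-resorufin fluorescence, excitation 544, emission 590 nm | Assay system: Human PMI in coupled enzyme assay | Times: Enzyme reaction with compound 20 min at room temperature | Medium: HEPES-buffered pH 7.4 with magnesium and detergent | Reagent: Mannose-6-phosphate 1.0 mM (near-saturating) plus 0.22 mM NADP+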
S1P3 antag: blocks the human S1P3 receptor; CHO S1P3 NFAT-BLA reporter, FRET fluorescence, antagonist mode; inhibition, % at 4.98 µM; actives 0.27% (n = 170,000); Q99500;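 active means inhibition above the plate cutoff, the mean inhibition of test wells on that plate plus 3 SD, cut at about 28% in these data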;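 further: cells challenged with S1P at its EC80 of 0.8 µM; blue over green emission ratio from cleaved BLA substrate after 4 h stimulation; 0% = S1P-stimulated wells and 100% = unstimulated DMSO-only wells; some compounds past the cut are filed as inactive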
Target sequence (Q99500 whole entry, looked up): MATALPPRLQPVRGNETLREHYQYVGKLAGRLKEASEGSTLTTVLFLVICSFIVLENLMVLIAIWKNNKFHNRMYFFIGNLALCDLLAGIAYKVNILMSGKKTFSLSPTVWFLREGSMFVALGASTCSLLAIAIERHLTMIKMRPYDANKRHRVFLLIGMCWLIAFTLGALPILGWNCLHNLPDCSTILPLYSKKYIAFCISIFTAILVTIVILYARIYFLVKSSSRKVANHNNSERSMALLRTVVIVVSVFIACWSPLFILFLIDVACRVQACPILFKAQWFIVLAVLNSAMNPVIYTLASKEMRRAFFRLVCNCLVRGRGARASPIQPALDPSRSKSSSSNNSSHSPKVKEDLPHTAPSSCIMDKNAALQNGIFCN
Redox H2O2 prof: compounds producing H2O2 with reducing agent – biochemical, NIH compound library profiling, artefact control for MLSCN library redox annotation, primary screen; actives 0.03% (n = 200,000); DTT-dependent redox cycling H2O2, phenol red/HRP absorbance; 100% = 100 µM peroxide control, 0% = buffer; activation, % at 10 µM;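 active means activation of at least 50% relative to the plate's high and low controls in the primary single-dose screen; inactive means activation below 50%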;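 further: compound incubated with DTT at 0.8 mM final as the reducing agent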
TNAP inh hi DEA: TNAP (human) inhibition, high acceptor; P05186; purified TNAP, CDP-star luminescence, 1 M DEA; inhibition, % at 20 µM; actives 0.03% (n = 200,000); AID 1135;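 active means over 50% inhibition of tissue-nonspecific alkaline phosphatase at 20 µM in the single-dose screen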;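 further: plate controls were DMSO wells for no effect and EDTA-quenched wells as full inhibition for full effect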
PMI activator: phosphomannose isomerase (human) activation; activation factor at 20 µM; purified human PMI, coupled resazurin fluorescence, 20 min; active compounds read high; 1 = vehicle control, 0 substrate-free wells; AID 1214; actives 0.005% (n = 190,000);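 active means activation factor of 2 or more at 20 µM, relative to plate controls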
Efa HMGR inh: E. faecalis class II HMG-CoA reductase inhibition; actives 0.41% (n = 190,000); AID 1066; inhibition, % at 10 µM; purified E. faecalis HMGR, NADPH absorbance 340 nm kinetic;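 active means inhibition above a set limit, the median over all tested compounds plus 3 SD, cut at about 9.5% in these data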;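 further: enzyme runs in reverse so mevalonate oxidation gives rising NADPH absorbance; 0% = complete reaction with DMSO and 100% = background rate lacking mevalonate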
L major viab: reduces viability of Leishmania major promastigotes | actives 9% (n = 200,000) | inhibition, % at 10 µM | resazurin fluorescence viability; in the data active means inhibition above about 50%;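 further: promastigotes grown with compound for 44 hours at 28 °C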
* = called active by the depositor; / = no result given. Compounds as they come; overall some 12% were active at least once.

SMILES	Hsp70 act	TNAP inh no acc	RAM inhibit	PMI act hi M6P	S1P3 antag	Redox H2O2 prof	TNAP inh hi DEA	PMI activator	Efa HMGR inh	L major viab
Cc1cc(C#N)c(C)n1-c1cc(C(F)(F)F)ccc1N1CCOCC1	-0.3	-6	5.2	0.9	0	-0.1	-8	0.9	/	20
CC(C)Sc1ncc(S(=O)(=O)c2ccccc2)c(=O)[nH]1	-0.2	-10	0.4	1.2	-19	-0.8	-2	1.2	-6	-2
CC(C)(CS(=O)(=O)[O-])NC(=O)CC[N+](C)(C)CCO	-0.4	-8	2.4	1	/	1.9	-2	1	1	-10
COc1ccc(NS(=O)(=O)c2cccc(NC(=O)CCS(=O)(=O)c3ccccc3)c2)cc1	-0.2	-8	1.0	0.9	-6	-0.2	-3	0.8	1	46
CN(c1ccccc1)S(=O)(=O)c1cccc(C(=O)Nc2nccs2)c1	-0.1	-13	4.9	0.9	0	-0.2	-2	1	-5	15
N#C/C(Cn1c[n+](NC(=O)Nc2ccccc2)cn1)=N/O	-0.1	-11	1.5	1	-8	0.2	-3	1	-9	-2
Nc1nc(CC(=O)CSc2ccc(Cl)cc2)nc(Nc2ccc(F)cc2)n1	-0.3	6	6.8	0.9	-6	0.8	-2	1	0	2
CN(CC1CCCO1)S(=O)(=O)c1ccc(C(=O)Nc2nc3cc4c(cc3s2)OCO4)cc1 (stereo unspecified)	1.6	/	/	/	33	-1.4	/	/	/	16
C/C(=N\NC(=O)c1cc(C)nc2ccccc12)c1ccc([N+](=O)[O-])cc1	-0.4	-6	0.8	1	8	-0.3	-3	1.1	-10	-2
COc1ccc(Nc2cc(C(=O)NCCCN3CCN(C)CC3)c3ccccc3n2)c(OC)c1	-0.3	-10	2.9	1	14	-0.2	-3	1	-2	1
C=CCN(CC(=O)NCc1ccc(OC)cc1)C(=O)c1csnn1	0.2	-13	-0.9	1	-5	1.9	-6	1	0	0
CCOC(=O)c1ccc(S(=O)(=O)Nc2cc(C(=O)O)ccc2Cl)cc1	0.2	-7	5.6	1.9	-21	0.3	-2	1.6	-5	-1
Cc1cccc(-c2noc(-c3ccc(Cl)cc3[N+](=O)[O-])n2)c1	0.0	-22	4.5	0.9	-7	1.1	2	0.8	-7	-4
COc1ccc(CNCC(O)(c2ccccc2)c2ccc(Cl)cc2)cc1 (stereo unspecified)	-0.1	-13	0.5	0.8	/	1.6	0	0.8	-1	18
COc1ccc(-c2nc3scc(-c4ccc(OC)c(OC)c4)c3c(=O)o2)cc1	-0.1	-30	0.8	1.1	/	-0.4	-6	1	-2	22
Cc1cc(C(=O)CSc2nnnn2-c2ccc(O)cc2)c(C)n1C	-0.2	5	2.9	0.9	-3	-0.5	0	1	0	3
COCCn1c(C)cc(C(=O)CSc2ccc3ccccc3n2)c1C	0.2	-6	0.4	0.9	/	0.4	-4	0.9	-3	-4
CCN(CC)CCNC(=S)N1CCn2c(nc3ccccc32)C1	-0.1	-12	0.4	0.9	-20	-0.6	-1	0.9	1	0
CC1CN(c2cc(=O)n(Cc3ccc(F)cc3)c(=O)[nH]2)CC(C)O1 (stereo unspecified)	-0.2	-13	1.1	0.8	-8	-0.2	-6	0.9	5	-5
O=c1cc(CN2CCN(c3ccccc3O)CC2)nc2sccn12	-0.3	-16	1.4	0.9	/	-0.4	2	0.9	-1	1
CSCCC(NS(=O)(=O)c1cccs1)C(=O)NCc1cccs1 (stereo unspecified)	-0.1	-7	1.1	1	/	0.6	-1	1	-1	-2
Cc1ccccc1C1=NC(c2ccc(F)cc2F)ON1 (stereo unspecified)	-0.1	-3	0.7	0.9	-14	3.1	1	0.8	-4	0
Cn1cc2cc([N+](=O)[O-])ccc2n1	-0.5	0	2.5	1	1	-2.2	7	1.1	4	-10
Cc1cnc(C(=O)OCC(=O)Nc2oc(-c3ccccc3)c(-c3ccccc3)c2C#N)cn1	0.2	-19	4.7	0.9	-22	-0.5	0	1	1	2
Cc1cc(C(=O)CSc2nnnn2-c2ccc(O)cc2)c(C)n1Cc1ccc2c(c1)OCO2	-0.3	-7	7.8	0.9	0	-2.3	-6	0.8	0	17
CCOc1cc(Cl)c(S(=O)(=O)NCc2ccccn2)cc1Cl	-0.1	-7	-2.1	1	/	0.0	-6	0.9	-1	99*
C/C(=N\OC(=O)c1ccc(F)cc1)c1nccs1	-0.3	-1	2.2	1.1	/	2.2	6	1	-4	0
Cc1sc2ncnc(SCC(=O)NNC(=O)c3ccco3)c2c1C	-0.4	-133	2.2	1	-16	-3.2	1	1	-1	-11
Fc1ccc(Cn2cccc2C2=NC(c3ccccc3)CO2)cc1 (stereo unspecified)	0.1	-3	-0.7	1	-6	1.4	-3	1	0	19
NS(=O)(=O)c1cccc(NC(=O)CCSc2ccc(Cl)cc2)c1	-0.3	-4	-0.8	1	-5	0.0	2	0.9	-5	-7
CCNc1nc(SCCOc2ccc(C)cc2)nc(N(C)C)n1	0.0	1	3.2	0.8	-11	-0.8	-4	0.9	2	-1
O=C(O)CSc1nc2ccccc2n1-c1ccccc1	-0.2	-7	1.0	1.1	-9	-0.2	-4	1	-7	-8
COc1cc(N)ccc1NC(=O)c1cccs1	0.1	-8	1.6	1	-24	3.0	-3	0.9	0	73*
O=C(Nn1cc(C(=O)Nc2ccccc2F)c2ccccc2c1=O)c1cnccn1	0.3	-16	0.1	0.9	-17	-2.4	-3	1	1	74*
COc1ccccc1C1CC(c2ccccc2)=NN1C(=S)Nc1ccccc1 (stereo unspecified)	-0.1	-3	1.6	1	11	0.1	-1	1	1	79*
O=C(O)C1CCCN1c1nc(C(F)(F)F)nc2ccccc12 (stereo unspecified)	-0.1	-12	1.6	1	10	-0.7	-5	1	-4	-5
CN(C)CC#CCOC(c1ccccc1)c1ccccc1	-0.4	-8	-0.2	1	0	-0.7	-3	1	1	99*
Cc1cc(/C=C(\C#N)C(=O)OCC(=O)Nc2ccc(OC(F)F)cc2)c(C)n1CC(C)C	-0.4	10	6.0	0.8	16	-0.2	4	0.7	2	2
C/C(=N\NC(=O)CC(C)C)c1ccc(Cl)c(Cl)c1	-0.1	-6	0.8	0.8	/	-3.1	0	0.8	4	1
COc1ccc(Cl)cc1NC(=O)Cn1nc(-c2ccc(C)cc2)n(C)c1=S	-0.4	-8	2.9	1.1	13	1.5	-1	1.1	3	-7
COc1ccc(/C(C)=N/OC/C(O)=C(\C#N)c2nc3ccccc3[nH]2)c(OC)c1	-0.2	-27	0.8	0.7	-6	0.1	-2	0.9	-5	-8
O=C(CSCC(=O)N1CCCCC1)Nc1nc(-c2ccccc2)c(-c2ccccc2)s1	-0.1	-3	4.3	0.9	-11	0.4	-5	0.9	-5	7
COc1ccc2c(c1OC)C(=O)N(c1cccc(C(F)(F)F)c1)C2	0.2	-4	4.9	0.9	14	-1.0	-2	0.9	-4	11
Cc1nn(C)cc1C(C(=O)NC1CCCCC1)N(C(=O)Cc1cccs1)c1ccc(F)cc1 (stereo unspecified)	-0.3	-11	4.4	1.1	-1	-0.3	2	0.9	-9	70*
COc1cc2[nH]c(=O)n(CCCCCC(=O)N3CC=C(c4ccccc4)CC3)c(=O)c2cc1OC	0.2	-11	3.4	1	/	0.0	-9	1	-4	13
COc1ccc(NC(=O)CSc2nnc(N)s2)c([N+](=O)[O-])c1	-0.2	-11	1.0	0.9	-3	1.8	0	1	-1	-7
COCc1cc(C)nc2sc(C(=O)NN)c(-n3cccc3)c12	0.1	4	0.8	1.5	8	-0.1	-3	1.4	-7	5
CC(C)CNC(=O)c1ccccc1-c1ccccc1C(=O)O	-0.2	-16	3.8	1.2	/	0.1	-12	1.2	-2	-4
COc1ccc(NC(=S)NC(NC(=O)c2cccc(C)c2)C(Cl)(Cl)Cl)c([N+](=O)[O-])c1 (stereo unspecified)	-0.3	11	7.1	0.9	/	0.5	6	0.8	0	35
CCCCC(c1nnnn1C1CCCC1)N1CCN(C2CCCCC2)CC1 (stereo unspecified)	0.5	-9	-1.0	1	-16	1.2	-2	0.9	-2	2
COC(=O)Cc1ccc(NC(=O)c2ccc(NC(=O)c3ccco3)cc2)cc1	0.1	-5	4.6	1	2	-0.4	5	1	-2	-11
CNC(=O)CCn1nc(-c2ccc(Cl)cc2)c2ccccc2c1=O	-0.4	-6	1.1	1	4	-0.6	0	0.9	-3	0
N#Cc1c(-c2ccc(Cl)cc2)ccnc1N1CCOCC1	0.6	-10	2.7	1.1	0	-0.2	-6	1	4	-7
CCCC(=O)NC(=S)Nc1cccc2c(O)cccc12	0.0	-13	1.1	0.6	-16	0.3	-4	1	3	0
O=C(NCc1ccccc1Cl)C(=O)c1c[nH]c2ccccc12	-0.3	2	0.8	1	-16	-0.4	5	1	-1	20
CC(=O)Nc1ccc(OCC(O)CNC2CCCC2)cc1 (stereo unspecified)	0.0	-12	0.4	0.8	/	-4.4	-4	0.9	0	-3
CC(C)OCCCn1c(=S)[nH]c2cc3c(cc2c1=O)OCO3	-0.4	0	1.2	1	/	0.7	-2	1	-4	4
Cc1sc(NC(=O)c2ccc(OCC(C)C)cc2)c(C(N)=O)c1-c1ccc(Cl)cc1Cl	-0.3	-11	4.7	0.9	/	-4.1	-6	0.9	-10	27
COc1ccc(OC)c(C(c2nnnn2C(C)(C)C)N2CCc3ccccc3C2)c1 (stereo unspecified)	-0.1	-3	2.8	1	-20	0.5	-5	1	-3	89*

Screens as filed in PubChem BioAssay.
